# TcdB GH inh: TcdB glycohydrolase inhibitors, primary screen, biochemical, single point, plate reader. Toxin B (Clostridioides difficile), P18177. TcdB glycohydrolase enzymatic assay. inhibition, % at 9.99 µM. hit rate 0.24% among 350,000. AID 652162, 2013; in the data active means inhibition above about 10%
# Yp Topo-I inh: Yersinia pestis topoisomerase I inhibitors, primary screen, biochemical, cleavage product accumulation, plate reader, single point; DNA topoisomerase I (Yersinia pestis CO92); Y. pestis Topo-I cleavage product accumulation; activity, % at 10 µM; hit rate 0.064% among 360,000; AID 504884, 2011; in the data active means activity above about 50%, passing the limit was not always enough; inconclusive means no clear call, values can overlap the other calls; further: inactives centre near 2
# Anthrax LF inh2: Bacillus anthracis LF protease inhibitors, primary screen, biochemical, multiplex microsphere, MLPCN library; Lethal factor (Bacillus anthracis), P15917; multiplex microsphere protease cleavage assay; inhibition, % at 10 µM; hit rate 0.12% among 360,000; AID 588501, 2011; further: plate controls were buffer without enzyme for full effect and enzyme alone for no effect
# PfHsp40 yeast: rescue of yeast from PfHsp40 toxicity, primary screen, S. cerevisiae, ATP luminescence; growth rescue, % at 12.5 µM; hit rate 0.68% among 340,000; S. cerevisiae expressing PfHsp40, growth rescue; in the data active means growth rescue above about 28%, passing the limit was not always enough; inconclusive means no clear call, values can overlap the other calls;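 further: yeast W303a lacking pdr1 and pdr3 grown in galactose medium; growth measured after three days at 30 °C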
# SARS 3CLpro inh: SARS-CoV 3CLpro protease inhibitors, primary screen, biochemical, quenched FRET | hit rate 0.14% among 290,000 | inhibition, % at 6 µM | recombinant SARS-CoV 3CLpro, quenched FRET peptide cleavage | Replicase polyprotein 1ab (Severe acute respiratory syndrome coronavirus), P0C6X7; in the data active means inhibition above about 12%
# BoNT A protease: BoNT/A light chain protease inhibitors, primary screen, biochemical, flow cytometry, MLPCN library. Botulinum neurotoxin type A light chain protease (Clostridium botulinum A str. ATCC 3502). multiplex microsphere protease substrate cleavage. inhibition, % at 10 µM. hit rate 0.17% among 360,000. AID 588499, 2011; further: plate controls were buffer without enzyme for full effect and enzyme alone for no effect
# PriA SSB inh: inhibitors of Klebsiella pneumoniae PriA binding to SSB C-terminal tail, primary screen, biochemical, AlphaScreen | hit rate 0.6% among 430,000 | inhibition, % at 33 µM | AID 1272365, 2023 | AlphaScreen SSBct-PriA binding, biotinylated peptide; in the data active means inhibition mostly above about 37%, no sharp cut-off; inactive means mostly below about 20%;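 further: plate controls were negative control peptide for no effect and reference peptide for full effect; strong numbers were not always called active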
# VHR inh abs: VHR1 phosphatase inhibitors, primary screen, biochemical, absorbance, uHTS; recombinant VHR phosphatase, pNPP absorbance; inhibition, % at 13.3 µM; hit rate 0.52% among 290,000; AID 1654, 2009; in the data active means inhibition above about 50%; further: some compounds called inactive have numbers as strong as hits
# Vc quorum ag: inducers of Vibrio cholerae quorum light production without autoinducers, primary screen, BH1578 luxS cqsA deficient, single point. V. cholerae BH1578 lux reporter, luminescence, 6 h. activation, % at 18.7 µM. hit rate 0.16% among 350,000. AID 588436, 2011; in the data active means activation mostly above about 9.7%, no sharp cut-off; inconclusive means no clear call, values can overlap the other calls; inactive means mostly below about 3.7%; further: not every result past the cut was called active; inactives centre near 0; reference of the scale not given here
# CCHFV vOTU inh: CCHFV vOTU protease inhibitors, primary screen, biochemical, Pep-AMC substrate, fluorescence; inhibition, % at 11.5 µM; hit rate 0.55% among 370,000; in the data active means inhibition above about 30%; further: 0% = vehicle wells with enzyme and 100% = no enzyme wells
# * = called active by the depositor; i = inactive; ? = inconclusive; . = no result given. Unless noted, no stated cut-off is given here; in the data, active means inhibition above about 30%; inconclusive means no clear call, values can overlap the other calls; inactive means below that. Not all compounds are listed (hit frequency here may not be typical).
SMILES,TcdB GH inh,Yp Topo-I inh,Anthrax LF inh2,PfHsp40 yeast,SARS 3CLpro inh,BoNT A protease,PriA SSB inh,VHR inh abs,Vc quorum ag,CCHFV vOTU inh
COc1cc(Cc2cc(N)nc(N)n2)cc(OC)c1OC,-0.1,-1,-21,1.3,-2,-2.0,-22,24,-18,-1
COC(=O)c1ccc(C(=O)OC)c(NC(=O)c2cccnc2)c1,.,-3,.,-0.1,-5,.,-14,31,-0.9,.
Cc1cc(C)cc(NC(=S)N2CCN(c3ccccn3)CC2)c1,0.9,-6,-3,1.0,-4,?,4,25,-0.6,-2
O=C(c1ccccc1)N(Cc1ccco1)C1CCS(=O)(=O)C1 (stereo unspecified),.,8,7,-0.5,-6,2.1,-14,3,.,1
Cc1cc(C)cc(NS(=O)(=O)c2ccc(NC(=S)NC(=O)c3ccc(Br)o3)cc2)c1,.,9,-1,4.3,-2,0.3,11,-10,0.7,18
COc1ccc(S(=O)(=O)NCC2CCCN(C(=O)C3CCCC3)C2)cc1 (stereo unspecified),2.7,6,-1,-1.0,10,1.0,-15,34,1.6,9
CCOc1ccc(-n2cnc3sc4c(c3c2=O)CCCC4)cc1,0.8,9,0,.,-1,-0.8,-10,5,i,1
COc1ccc(NC(=O)c2ccc(Cl)cc2)c[n+]1[O-],0.1,4,-5,0.3,1,-0.3,3,20,0.6,3
CCOc1ccccc1NC(=O)CS(=O)(=O)c1cn(CC(=O)N2CCOCC2)c2ccccc12,-0.4,7,7,-0.9,1,0.4,7,13,-4.2,-1
Cc1ccc(S(=O)(=O)N(C)C)cc1NC(=O)COC(=O)c1sc2cc(Cl)ccc2c1Cl,-0.8,-1,1,-1.6,2,-0.7,-3,26,-0.4,2
COc1cc(C(=O)Nc2cccc(-c3nc4cc(C)ccc4o3)c2)cc(OC)c1OC,0.9,-1,0,-0.1,-4,-0.1,-1,3,-0.5,21
O=C(CN1C(=O)C2CCCCC2C1=O)Nc1nc2ccc(F)cc2s1 (stereo unspecified),-0.6,-3,-3,-1.9,.,2.8,-2,.,-5.7,0
CCCOc1ccc(/C(CC)=N/NC(=O)C2(C)CC2(Br)Br)cc1 (stereo unspecified),.,11,-2,0.2,6,-0.7,.,-1,-0.2,-3
O=S1(=O)N[C@H](Cc2ccccc2)COc2cccc(N3CCC[C@@H]3CO)c21,0.9,.,-12,.,.,-0.1,.,.,.,4
COc1cc2c(cc1OC)C(C(=O)Nc1cc(C)c(OC)c(C)c1)CC(=O)N2 (stereo unspecified),1.8,-4,5,-0.5,1,-2.1,-5,12,2.0,3
Fc1cccc(CCN2CCNC[C@@H]2CC2CCCCC2)c1,0.9,2,1,3.8,.,-0.3,-5,.,-0.5,-4
O=S(=O)(NCC(c1cccnc1)N1CCN(Cc2ccccc2)CC1)c1ccc(Cl)cc1 (stereo unspecified),1.7,27,7,1.4,-2,-0.3,-8,2,i,8
Cc1ccc(OCC(=O)NNC(=O)Cn2nnc(-c3ccccc3)n2)cc1,1.9,0,0,-0.7,5,0.1,6,26,-0.4,-10
CN(C)CCN1CC(O)=C(c2nc3ccccc3s2)C1=N,4.4,-1,1,-0.7,-4,1.9,6,17,-0.4,10
Cc1cc(NC(=O)C2CCCO2)ccc1Br (stereo unspecified),-0.4,-1,1,-0.3,1,-1.1,3,17,0.9,12
CCc1ccc(OCC(=O)N/N=C2\CC(=O)c3ccccc32)cc1,.,22,-8,0.2,-7,3.5,.,48,.,.
COc1ccc(OCc2cc(C(=O)NC(C)c3nc(C)cs3)no2)c(Cl)c1 (stereo unspecified),-0.3,16,-12,.,.,-0.5,.,.,-0.5,2
CCOc1ccccc1CNC(=O)c1cc2occc2n1C,0.1,6,4,0.7,1,-0.4,7,-2,-0.1,-1
COc1ccc(NC(=O)C(C)N(c2ccc(C)cc2)S(C)(=O)=O)c(OC)c1 (stereo unspecified),.,-1,-6,-0.8,0,-1.3,-3,9,0.6,11
O=C(CC1CCCCC1)NCc1ccccc1Cl,0.4,-5,-14,-0.6,-3,5.9,8,1,-0.3,-9

# The closing 5 entries of the section above lead into the next:
SMILES,TcdB GH inh,Yp Topo-I inh,Anthrax LF inh2,PfHsp40 yeast,SARS 3CLpro inh,BoNT A protease,PriA SSB inh,VHR inh abs,Vc quorum ag,CCHFV vOTU inh
CCc1ccc(OCC(=O)N/N=C2\CC(=O)c3ccccc32)cc1,.,22,-8,0.2,-7,3.5,.,48,.,.
COc1ccc(OCc2cc(C(=O)NC(C)c3nc(C)cs3)no2)c(Cl)c1 (stereo unspecified),-0.3,16,-12,.,.,-0.5,.,.,-0.5,2
CCOc1ccccc1CNC(=O)c1cc2occc2n1C,0.1,6,4,0.7,1,-0.4,7,-2,-0.1,-1
COc1ccc(NC(=O)C(C)N(c2ccc(C)cc2)S(C)(=O)=O)c(OC)c1 (stereo unspecified),.,-1,-6,-0.8,0,-1.3,-3,9,0.6,11
O=C(CC1CCCCC1)NCc1ccccc1Cl,0.4,-5,-14,-0.6,-3,5.9,8,1,-0.3,-9
O=C(NCc1ccc(OC(F)(F)F)cc1)c1cccc2c1C(=O)c1ccc(N3CCCC3)cc1S2(=O)=O,1.5,-3,4,-0.5,.,3.0,-23,.,-4.5,-4
CCC(C)c1ccccc1N1CC(C(=O)NCCc2ccc(OC)c(OC)c2)CC1=O (stereo unspecified),4.5,7,2,0.4,.,1.8,-17,.,i,28
CN(Cc1nc2c(s1)CCCC2)C(=O)CCc1nnc(-c2ccc3c(c2)OCO3)o1,0.9,16,2,-0.3,2,-0.6,-4,12,i,-4
CC1CCC(NC(=O)Nc2cccs2)CC1 (stereo unspecified),.,-6,-5,0.5,1,1.1,-23,37,i,7
Cc1cc(NC(=O)COc2ccccc2)n(-c2ccccc2)n1,.,2,-2,-1.1,-7,-0.1,-11,-19,i,12
CCCCOc1ccc(NC(=O)c2cc(F)c(F)cc2Cl)cc1,.,2,-4,3.1,4,1.5,-9,1,0.0,3
COc1ccc(CCC(=O)Nc2ccc(S(=O)(=O)N3CCCC3)cc2)cc1OC,0.7,-1,-5,-1.0,.,-0.4,6,.,-0.4,-11
CN(C)c1ccc(NC(=O)CN2C(=O)c3ccccc3C2=O)cc1,0.7,-5,5,0.7,-4,-2.8,-6,7,-0.3,-6
Cn1c2ccccc2c(=O)c2ccc(C#Cc3ccccn3)cc21,-0.6,.,.,.,-1,.,-4,71,.,-13
Cc1nc2ccccc2c(=O)n1NCc1cc(Br)cs1,1.1,4,-7,-0.8,3,-1.3,1,14,-0.5,-9
CCc1nnc(NC(=O)COc2ccc(N(C)S(=O)(=O)c3ccc(C)cc3)cc2)s1,0.4,10,0,0.3,1,-0.5,4,30,2.0,5
COc1ccc(C)cc1-n1nnnc1SCC(=O)Nc1cc(C)on1,1.4,1,-2,0.6,1,-0.2,-20,-5,-0.2,.
CCc1ccc(C(=O)COC(=O)CCc2nc3ccccc3c(=O)[nH]2)cc1,.,21,2,0.0,2,-0.5,-8,-13,0.0,4
Cc1nccn1CC(=O)N/N=C/c1cccc(O)c1,.,-6,0,1.0,-2,0.2,.,-4,i,15
Cc1c(C(=O)NCCSCc2ccc(Cl)cc2Cl)cccc1[N+](=O)[O-],-0.8,38,-5,9.0,5,-1.3,2,7,-1.2,10
Cc1ccccc1/C=C/c1nc2ccccc2c(=O)[nH]1,0.4,-2,-2,-1.0,4,-1.4,-11,1,i,3
COc1ccc(C2(c3ccc(OC)cc3)NC(=O)N(CC(=O)NC3CCCC3)C2=O)cc1,0.7,-4,?,0.8,.,3.9,5,.,-0.9,-3
COc1ccc(-n2cnc3sc4c(c3c2=O)CCCC4)cc1,1.3,24,0,1.9,-4,0.4,-2,18,-0.3,-6
CC(O)(c1ccc(F)c(F)c1)c1nc(-c2ccc(S(C)(=O)=O)cc2)cs1 (stereo unspecified),1.1,1,-3,.,.,-0.3,.,.,1.0,9
C[C@@H]1ON(C)[C@H]2C[C@H]3c4cc(N5CCOCC5)ccc4CCN3C(=O)[C@@H]12,-0.1,1,-8,-0.8,.,-0.2,-15,.,1.6,-3
CCC(CC)c1nnc(NC(=O)C2CCCO2)s1 (stereo unspecified),-0.1,-2,-6,1.5,2,0.1,3,0,-1.1,-4
O=C1NC(c2ccccc2Cl)=N/C1=C/c1ccco1,-0.2,4,-4,-0.9,3,0.2,-1,-3,-0.5,-8
CN(C)S(=O)(=O)c1cccc(C(=O)Nc2ccc(Cl)cn2)c1,.,-6,-4,-1.2,-7,-0.2,-2,11,i,2
O=C(NNc1ccccn1)c1ccccc1CC[N+](=O)[O-],-0.2,4,-12,0.1,-3,-1.2,-10,11,i,1
COC(=O)c1ccc(CN(C)S(=O)(=O)c2cccs2)cc1,1.5,2,0,0.3,-1,0.4,0,25,i,14
# Next part
SMILES,TcdB GH inh,Yp Topo-I inh,Anthrax LF inh2,PfHsp40 yeast,SARS 3CLpro inh,BoNT A protease,PriA SSB inh,VHR inh abs,Vc quorum ag,CCHFV vOTU inh
CO/N=C(/CS(=O)(=O)Cc1ccccc1Cl)c1ccc(Cl)cc1Cl,.,38,-3,0.7,5,-0.5,.,-18,-4.0,3
CCCC(=O)NCc1ccc2c(c1)cc(C)n2C,.,9,-3,-0.6,-1,17,-23,11,-0.3,-3
CN(C(=O)c1cc(S(=O)(=O)N2CCCCC2)c[nH]1)C1CCCCC1,0.9,-1,6,-1.5,2,-0.1,-4,10,-0.2,4
COc1ccc(S(=O)(=O)Nc2ccc(OCC(=O)O)cc2)c2ccccc12,-0.1,-10,0,-0.3,6,1.3,6,16,i,9
O=C1NC[C@H](CCCCN2C[C@@H](Cc3ccccc3)N(Cc3ccccc3)C(=O)C2=O)N(CCC2CCCCC2)C1=O,-0.3,.,3,.,.,-0.3,.,.,.,-2
CCN(Cc1ccccc1)S(=O)(=O)c1ccc2oc(C(=O)O)c(C)c2c1,.,-9,-2,0.2,2,-1.2,-12,4,-3.8,16
Cc1ccc(CNS(=O)(=O)c2ccc3c(c2)NC(=O)C(C)S3)cc1 (stereo unspecified),0.6,18,1,-0.4,1,0.1,1,6,-0.4,7
COc1cc(/C=C/C(=O)/C=C(O)/C=C/c2ccc(O)c(OC)c2)ccc1O,0.2,-34,10,?,.,32*,-12,.,i,11
COc1cccc(NC(=O)CN(C)C(=O)c2cccc(S(=O)(=O)N3CC4(C)CC3CC(C)(C)C4)c2)c1 (stereo unspecified),0.0,12,0,-0.3,.,0.5,-3,.,-1.3,-4
COc1ccc(CCNC(=O)COC(=O)Cn2cnc3ccccc3c2=O)cc1,1.6,6,-3,-0.5,-3,-1.3,-13,3,-0.4,19
Cc1cc(C)cc(NC(=S)N(CCN(C)C)C(C)c2cccnc2)c1 (stereo unspecified),-0.6,9,-4,-0.9,3,-0.9,-16,4,i,1
Cc1cc([N+](=O)[O-])nn1Cc1noc(C(=O)NCc2ccc3c(c2)OCO3)n1,0.2,5,-6,0.1,-4,1.4,-1,25,-0.2,-4
CCN(CC(=O)Nc1ccccc1C(F)(F)F)C(=O)C1CCN(C(=O)Nc2ccccc2)CC1,0.4,-3,6,0.1,.,2.4,12,.,-0.2,14
Cc1cccn2c(=O)c3cc(C(=O)NCC4CCCO4)c(=N)n(Cc4ccc(F)cc4)c3nc12 (stereo unspecified),-0.5,-2,5,0.0,-7,1.0,-18,6,-0.6,-113
